Bioassay records (PubChem BioAssay)
D1 antag – blocks dopamine activation of the human D1 receptor; P21728; HEK293 TREx D1 cells, calcium flux, dopamine EC80; hits give low values; activity change, negative = inhibition, % at 10 µM; actives 3.2% (n = 360,000); in the data active = activity change below about -30%; note: % is set by controls: 0 for no effect and ±100 for the full control effect
Target sequence (P21728 whole entry, looked up): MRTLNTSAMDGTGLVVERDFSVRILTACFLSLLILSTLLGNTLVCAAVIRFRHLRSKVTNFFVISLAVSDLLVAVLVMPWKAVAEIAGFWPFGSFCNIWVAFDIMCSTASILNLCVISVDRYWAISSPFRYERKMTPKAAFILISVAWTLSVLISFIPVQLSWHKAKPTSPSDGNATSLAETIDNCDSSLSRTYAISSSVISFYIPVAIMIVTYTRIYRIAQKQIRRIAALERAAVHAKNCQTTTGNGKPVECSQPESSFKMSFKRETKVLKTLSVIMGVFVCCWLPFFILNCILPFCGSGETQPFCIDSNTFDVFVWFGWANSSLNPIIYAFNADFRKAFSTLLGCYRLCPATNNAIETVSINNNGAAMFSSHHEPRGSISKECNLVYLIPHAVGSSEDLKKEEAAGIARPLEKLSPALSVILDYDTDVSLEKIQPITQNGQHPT
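Tetracycline-induced HEK293 Trex D1 cells, force-coupled to calcium, dye-loaded; compounds added and read 180 s, then EC80 dopamine added and calcium flux tracked kinetically another 180 s.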
D2 agonist – activates the human D2 dopamine receptor | HEK293 T-REx D2 cells, calcium flux agonist mode | P14416 | AID 485358 | actives 0.53% (n = 340,000) | activation, % at 2 µM;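 active = activation over 3 SD above normal in the single-dose calcium agonist read, cut at about 30% in these data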; note: 0% is about no effect
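Tetracycline-induced HEK293 T-REx cells with force-coupled D2 receptor, plated overnight at 30 C, loaded with no-wash calcium dye. After a 10 s baseline, compound was pin-added and calcium flux read kinetically for 180 s; calcium rises flagged agonists.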
D1 potentiator – potentiators of human D1 dopamine receptor; P21728; HEK293 TREx D1 cells, calcium flux, dopamine EC20 potentiation; potentiation, % at 10 µM; actives 0.036% (n = 360,000); in the data active = potentiation above about 30%; note: 0% is about no effect
TRHR enhancer – allosterically enhances the human TRH receptor. enhancement, % at 2 µM. TRHR cells, fluo-8 calcium fluorescence, EC20 TRH enhancement. actives 0.66% (n = 360,000); in the data active = enhancement above about 30%; note: 0% is about no effect
Target sequence (P34981 whole entry, looked up): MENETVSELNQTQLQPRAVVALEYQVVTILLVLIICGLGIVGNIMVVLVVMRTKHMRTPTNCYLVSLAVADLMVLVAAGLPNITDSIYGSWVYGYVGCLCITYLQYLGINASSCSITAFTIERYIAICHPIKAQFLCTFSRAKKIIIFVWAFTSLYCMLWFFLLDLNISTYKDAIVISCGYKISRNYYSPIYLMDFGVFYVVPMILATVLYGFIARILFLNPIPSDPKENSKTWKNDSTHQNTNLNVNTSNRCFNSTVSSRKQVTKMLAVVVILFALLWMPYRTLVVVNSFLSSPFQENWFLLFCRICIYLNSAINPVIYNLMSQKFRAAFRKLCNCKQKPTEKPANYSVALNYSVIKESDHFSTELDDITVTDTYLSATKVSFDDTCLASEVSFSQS
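TRHR-expressing cells loaded with fluo-8 calcium dye were read kinetically (ex 480/em 530) during compound addition, then stimulated with an EC20 of TRH (10 nM final). Enhancement of the Gq-mediated intracellular calcium response was scored.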
RXFP1 antagonist – blocks the human relaxin receptor RXFP1; AID 1259400; HEK293-RXFP1, relaxin-stimulated cAMP HTRF, 30 min; hits give low values; actives 0.59% (n = 350,000); Q9HBX9; activity change, negative = inhibition, % at 57.5 µM;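 active = activity change of -60% or lower, but not beyond a set lower limit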; note: % is set by controls: 0 for no effect and ±100 for the full control effect
RXFP1 ag – activates the human relaxin receptor RXFP1 | AID 2676 | actives 0.3% (n = 370,000) | HEK293T-RXFP1 cAMP TR-FRET, 30 min; response scale: percent of porcine relaxin response, buffer zero | Potency, µM (highest dose often 57.5 µM), for inactives: top-dose activation, actives largely listed as activators; active = well fitted activation curve with a large enough effect; note: potency is the fitted concentration of half-maximal effect; % is set by controls: 0 for no effect and ±100 for the full control effect; nearly all actives have a fitted effect of over 60% in size; many of its hits are not listed in these tables
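HEK293T cells stably expressing RXFP1 were pretreated with the PDE4 inhibitor Ro 20174, exposed to compounds for 30 min at 37C, lysed, and cAMP was read by TR-FRET. Data normalized to buffer (basal) and 29 nM porcine relaxin (100%).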
D1 ag – agonists of human D1 dopamine receptor. P21728. HEK293 T-REx D1 cells, calcium flux, agonist mode. activation, % at 2 µM. actives 1% (n = 360,000). AID 504660; in the data active = activation above about 30%; note: 0% is about no effect
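Tetracycline-induced HEK293 TREx D1 cells, force-coupled to calcium signalling, were dye-loaded with a no-wash calcium kit. Compound was pin-added after a 10 s baseline. Fluorescence was read kinetically at 1 cycle/s for 180 s, with calcium rises flagged as agonism.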
D2 PAM – positive allosteric modulators of human D2 dopamine receptor | HEK293 T-REx D2, calcium flux, EC20 dopamine potentiation | potentiation, % at 10 µM | P14416 | actives 0.34% (n = 340,000) | AID 485347;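 active = potentiation over 3 SD above the plate norm, cut at about 30% in these data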; note: 0% is about no effect
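Calcium flux readout, no-wash dye, 1 read/s. Inducible HEK293 Trex D2 line, overnight 30 C. Compound alone 180 s (agonist flags), then EC20 dopamine, another 180 s to score potentiation.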
D2 antagonist – D2 dopamine receptor (human) antagonism. HEK293 TREx D2 cells, calcium flux, dopamine EC80. inhibition, % at 10 µM. actives 2% (n = 340,000). AID 485344; in the data active = inhibition above about 30%; note: 0% is about no effect
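Cells plated overnight at 30 C with tetracycline; no-wash calcium dye, 30–90 min RT; 10 s baseline; compound pinned; 180 s read; EC80 dopamine added; another 180 s read.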
The depositor's hits bear a star; . = not tested or not shown; & = joins results of further samples. An excerpt. The share of hits here may be higher or lower than overall.

SMILES	D1 antag	D2 agonist	D1 potentiator	TRHR enhancer	RXFP1 antagonist	RXFP1 ag	D1 ag	D2 PAM	D2 antagonist
Cc1ccc(C)c(N2CCN(C(=O)CCS(=O)(=O)c3cc4c(cc3Cl)NC(=O)CO4)CC2)c1	-2	1.0	4	14	.	1.4%	0	4	.
Cc1ccnc(NC(=O)c2cccs2)c1	3	0.0	-1	-2	-17	1.7%	0	-9	-19
Cc1nonc1OCC(C)(COc1nonc1C)NC(=O)c1ccccc1	0	0.0	3	2	15	0.1%	1	-2	2
COc1ccc(OC)c(C(C)NC(=O)Nc2cccc(C(C)=O)c2)c1 (configuration not stated)	8	1.5	-7	1	-8	-0.6%	1	-19	4
Cc1ccc(NC(=O)Cn2cnc3sc(C(=O)O)c(C)c3c2=O)cc1Cl	-12	1.0	4	2	.	13%	0	-11	.
CCN(CC)C(=O)Cn1c(=O)n(CCCC(=O)NCc2ccccc2)c(=O)c2sccc21	-1	2.6	2	-3	0	0.0%	3	-4	-6
O=C(Nc1ccc(Cl)cn1)c1ccc(Oc2ccccc2)cc1	-11	-0.4	-1	-2	-17	1.0%	12	3	4
Cc1ccccc1OCc1nnc(SCC(=O)Nc2ccc(N3CCOCC3)c(Cl)c2)n1C	8	-0.1	-4	-3	-23	-1.2%	0	-4	1
CCOc1cc2c(cc1OC)C(NC(=O)C(F)(F)F)CC2=O (configuration not stated)	16	0.6	0	1	-6	-0.3%	1	2	-13
CS(=O)(=O)N(CC(=O)N1CCc2ccccc2C1)c1cccc([N+](=O)[O-])c1	-78*	0.1	-4	32*	6	2.9%	1	0	-17
CC(C)CCN1CC(=O)N2[C@@H](Cc3c([nH]c4ccccc34)C2(C)C)C1=O	2	0.1	5	-10	0	-3.5%	6	7	4
Cc1ccc(N(CC(=O)NC(C)(C)C)C(=O)CCC(=O)Nc2nccs2)cc1C	24	0.7	-7	0	1	-0.4%	3	5	-6
CC(=O)c1cccc(NC(=O)CSc2nnc(C(C)N(C)C)n2Cc2ccccc2)c1 (configuration not stated)	-2	-0.8	-6	7	-2	-4.3%	2	-6	16
COc1ccc(CCNCc2c(C(=O)O)c(C)n(Cc3ccccc3C)c2C)c(OC)c1	5	-0.3	2	3	-18	0.6%	2	4	.
Cc1cc(Cl)ccc1OC(C)c1nnc(N)s1 (configuration not stated)	-49*	.	-2	-2	7	-0.8%	3	.	.
COC(=O)C(C)Sc1nc2c(c(=O)n(C)c(=O)n2C)n1CCC(C)C (configuration not stated)	5	0.7	-1	2	-13	2.5%	0	3	-10
O=C(O)c1ccc2c(=O)[nH]c(CN3CCOCC3)nc2c1	-11	-1.0	-3	-4	.	-0.1%	-2	-5	2
Cc1cccc(CSc2nc3cccnc3n2Cc2ccc(C(=O)NCc3cccs3)cc2)c1	16	0.2	-3	-3	3	0.3%	4	5	.
CC(OC(=O)c1ccc2c(=O)n3c(nc2c1)CCC3)C(=O)NC1CCCCC1C (configuration not stated)	-11	0.4	1	3	-16	3.9%	1	1	-6
Cc1ccc(S(=O)(=O)Oc2ccc(/C=N/N=C3/NC(=O)C(CC(=O)O)S3)cc2)cc1[N+](=O)[O-] (configuration not stated)	0	0.8	-1	21	-12	1.8%	2	-4	-9
CCOC(=O)c1c(NC(=O)COc2ccc(Cl)cc2Cl)sc2c1CCCCC2	19	0.4	5	3	-1	2.1%	5	-11	.
CCCCNc1c(-c2cccc(-c3cc(C(C)=O)cs3)c2)nc2ccc(C)cn12	-5	-1.6	-5	9	.	0.2%	3	7	-6
CC(=O)N1CCN(CCN=CC2=C(O)CC(c3cccs3)CC2=O)CC1 (configuration not stated)	13	0.8	2	0	0	0.5%	3	-13	4
Cc1cc(C(=O)N2CCOCC2)c(C)o1	5	0.6	2	3	11	14%	3	10	-7
Cc1ccccc1C(=O)N1CCC(C(=O)Nc2cccc(F)c2)CC1	19	0.3	1	2	-24	2.5%	6	-10	11
COc1ccc(-c2noc(C3CC(=O)N(c4ccc5c(c4)OCCO5)C3)n2)c(OC)c1 (configuration not stated)	2	.	2	7	-14	0.1%	5	9	.
CN(C[C@H](Cc1ccccc1)N(C[C@H](CC1CCCCC1)N(CCc1ccccc1)N=O)N=O)N=O	30	-0.2	0	-4	.	-0.5%	4	-1	6
Cn1cc(Cl)c(/C(N)=N/OC(=O)c2ccccc2C(F)(F)F)n1	-7	0.3	-1	0	-7	5.1%	0	-10	-7
Cc1cc(NCc2ccco2)nc(N2CCC(C(=O)NC3CCCCC3)CC2)n1	-1	0.4	3	-7	-3	0.3%	0	-6	3
COc1cc(/C=C2/C(=O)NN(c3ccc(Cl)cc3)C2=O)cc(Br)c1O	-19	0.0	-2	-5	7	2.3%	1	2	-8
Cc1nn(CCC(=O)Nc2cccc(C#N)c2)c(C)c1S(=O)(=O)N1CCCCC1	23&4	-0.3&1.9	-1&1	-9&0	15&-1	0.3%&0.3%	-1&0	-15&-15	-3
N=c1nc(-c2ccccc2)ccn1O	5	0.2	-5	-1	-4	1.7%	2	-8	-5
Cc1c(C(=O)/C=C/N(C)C)nnn1-c1ccc(F)c(Cl)c1	-28	1.3	-3	-7	-26	4.6%	5	3	-3
COc1ccc(C(=O)CN2C(=O)NC(C)(c3ccccc3)C2=O)cc1OC (configuration not stated)	-9	0.4	2	0	-28	-1.1%	9	-1	4
O=C(CSc1nnc(NC(=O)c2ccccc2[N+](=O)[O-])s1)NCc1ccco1	7	0.1	-4	27	-4	0.3%	1	-9	6
CCOP(=O)(c1c(F)c(F)c(F)c(F)c1F)C1(O)CCCCC1 (configuration not stated)	-9	0.5	-2	4	5	0.4%	3	2	10
CCOC(=O)COc1ncn(-c2ccccc2)n1	1	-0.4	-5	-6	-2	-0.2%	0	-2	-19
CCOC(=O)C1C(=O)NC(SCC(=O)Nc2nccs2)=C(C#N)C1c1ccccc1OCC (configuration not stated)	-13	0.2	-4	3	11	0.6%	1	-3	8
Cc1ccc(CN2CCC(CNC(=O)Nc3c(C)cccc3C)C2)cc1 (configuration not stated)	0	-0.1	0	4	.	-3.4%	-1	-28	.
Cn1c2ccc(Br)cc2c2nnc(SCC(=O)O)nc21	9	1.1	0	-5	10	20%	5	14	-15
O=C(N1CCOCC1)N1CCN(c2nc(-c3ccc(F)cc3)cs2)CC1	-16	0.1	3	-2	-5	-0.7%	1	-1	1
Cc1c(C(=O)C(=O)NCCC2=CCCCC2)c2ccccc2n1C	-7	-2.1	-2	-4	9	1.3%	2	0	-6
COc1ccc(N2CC(C(=O)N[C@@H](C)C(=O)NCCc3ccccc3)CC2=O)cc1 (some centres not stated)	-3	-0.2	-4	-3	-3	-0.9%	0	-6	2
C#CCOCCOCCOCCNc1nc(N2CCN(C(=O)[C@H]([C@@H](C)CC)n3cc([C@@H](N)Cc4ccc(O)cc4)nn3)CC2)nc(N2CCN(C(=O)[C@H]([C@@H](C)CC)n3cc([C@@H](N)Cc4ccc(O)cc4)nn3)CC2)n1	6	-0.3	5	8	.	-2.4%	-4	12	4
CCCNC(=O)CN(Cc1ccccc1F)S(=O)(=O)c1ccc(C)cc1	-2	0.8	-1	-6	8	-1.2%	-1	2	-7
COc1cc(C(=O)NNC(=O)CNC(=O)c2ccc(Br)o2)cc(OC)c1OC	1	0.9	-6	-3	-2	5.9%	5	3	-5
Cc1ccc(C)c(N(C(=O)c2csnn2)C(C(=O)NC2CCCCC2)c2cccnc2)c1 (configuration not stated)	12	0.0	2	3	-3	0.2%	0	3	-8
Cc1cc(C)n(CC(=O)N2CCCC(N3CCN(Cc4ccc5c(c4)OCO5)CC3)C2)n1 (configuration not stated)	2	1.0	-1	5	-3	0.9%	1	-5	12
O=C(NCCO)c1ccc2nc(-c3ccco3)c(-c3ccco3)nc2c1	-16	-0.2	-4	-2	-10	9.8%	2	0	-12
CC/C=C/C(=O)N1CC2(CC(c3cccc(NC(=O)COc4ccc(Cl)cc4)c3)=NO2)C[C@H]1C(N)=O (some centres not stated)	-4	-0.8	-3	0	.	-4.0%	3	0	-10
CSc1cccc(NC(=O)CN(C)S(=O)(=O)c2ccc(C)cc2)c1	7	1.4	-3	-5	-6	-1.2%	2	-7	-23
Cc1ccc(NC(=O)CCn2cccc2)cc1F	-9	0.1	10	19	-10	0.1%	0	2	5
CCOc1ccccc1CNC(=O)c1c([N+](=O)[O-])c(C)nn1C	-5	0.4	-2	-5	3	-0.7%	6	-11	22
COc1ccccc1CNC(=O)CCn1c(=O)c2ccccc2n(CC(=O)Nc2ccc(Br)cc2F)c1=O	0	-0.6	0	11	.	0.2%	0	22	.
Cn1c(SCc2ccc(Br)cc2)nc2c(c1=O)SCC2	-8	-1.2	-3	-1	-1	-0.9%	3	0	-6
COc1ccccc1/C=C(\NC(=O)c1cccc(C)c1)C(=O)Nc1ccccn1	13	-0.4	-10	0	1	2.0%	2	2	8
Cc1ccccc1NC(=O)CSc1nnc(CNC(=O)c2ccc3c(c2)OCO3)n1C	3	-0.4	1	-3	-3	-3.9%	0	-11	2
Cc1ccc(C)c(NC(=O)N2CCN3CCCCC3C2)c1 (configuration not stated)	6	0.2	-1	2	-7	8.1%	2	-9	.
COc1ccc(NC(=S)NNC(=O)CNc2ccc(Cl)cc2)cc1	-18	0.6	-1	-4	-7	-1.7%	0	3	-14

Single records, as listed above. Screens in order: D1 antag, D2 agonist, D1 potentiator, TRHR enhancer, RXFP1 antagonist, RXFP1 ag, D1 ag, D2 PAM, D2 antagonist
`COc1cc(/C=C2/C(=O)NN(c3ccc(Cl)cc3)C2=O)cc(Br)c1O` is listed as -19, 0.0, -2, -5, 7, 2.3%, 1, 2, -8
`Cc1ccc(S(=O)(=O)Oc2ccc(/C=N/N=C3/NC(=O)C(CC(=O)O)S3)cc2)cc1[N+](=O)[O-]` (configuration not stated) is listed as 0, 0.8, -1, 21, -12, 1.8%, 2, -4, -9
`Cc1cc(Cl)ccc1OC(C)c1nnc(N)s1` (configuration not stated) is listed as -49*, ., -2, -2, 7, -0.8%, 3, ., .
`COc1ccccc1CNC(=O)CCn1c(=O)c2ccccc2n(CC(=O)Nc2ccc(Br)cc2F)c1=O` is listed as 0, -0.6, 0, 11, ., 0.2%, 0, 22, .
`Cc1ccccc1OCc1nnc(SCC(=O)Nc2ccc(N3CCOCC3)c(Cl)c2)n1C` is listed as 8, -0.1, -4, -3, -23, -1.2%, 0, -4, 1
